# Source: PubChem
# DSG3 Ab inh – inhibitors of pemphigus antibody binding to DSG3, primary screen, biochemical, bead-based, flow cytometry, scFv-GFP; AID 588358, 2011; binding (percent of control), % at 10 µM; DSG3-coupled beads, scFv-anti-DSG3-GFP binding; stronger effect = lower value; actives 0.48% (n = 310,000); Desmoglein-3 (Homo sapiens), P32926;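 active = binding more than 3 SD below its plate's average and above zero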;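 also: hits lower antibody fragment binding to DSG3; some compounds called inactive have numbers as strong as hits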
# DAGLB inh – DAGLB lipase inhibitors, primary screen, biochemical, fluorescence, HTS. actives 0.059% (n = 340,000). AID 504411, 2011. HEK293T DAGLB membrane lysate, EnzChek fluorogenic substrate. Diacylglycerol lipase-beta (Homo sapiens), Q8NCG7. inhibition, % at 5.17 µM; in the data active = inhibition above about 34%;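 also: 0% = enzyme with vehicle and 100% = wells lacking enzyme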
# OPRM1-OPRD1 ag – agonists of OPRM1-OPRD1 heterodimerization, primary screen, cell-based, luminescence | Mu-type opioid receptor (Homo sapiens) + Delta-type opioid receptor (Homo sapiens), … | cells | activation, % at 9.3 µM | actives 0.3% (n = 340,000); in the data active = activation above about 18%;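 also: 0% = vehicle-treated cells and 100% = reference agonist; values of inactives mirror those of a sister screen read the other way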
# MOR-DOR inv ag – inverse agonists of MOR-DOR heterodimerization, primary screen, cell-based, luminescence; Mu-type opioid receptor (Homo sapiens) + Delta-type opioid receptor (Homo sapiens), …; cell-based MOR-DOR heterodimer luminescence, inverse agonism; inhibition, % at 9.3 µM; actives 0.21% (n = 340,000); AID 504357, 2011; in the data active = inhibition above about 22%, passing the limit was not always enough;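 also: 0% = cells with DMSO and 100% = wells without cells with DMSO; values of inactives mirror those of a sister screen read the other way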
# Arr AP2 block – inhibitors of beta-arrestin/AP2 binding, primary screen, biochemical, GPCR trafficking, flow cytometry; inhibition, % at 10 µM; FITC-arrestin peptide / GST-AP2 beads; AP2 beta2 appendage carries R879A mutation; actives 0.31% (n = 340,000); AID 504490, 2011;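 active = inhibition above a set limit, near 3 SD of compounds lacking own fluorescence, cut at about 54% in these data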;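 also: plate controls were DMSO wells for no effect and 5 µM unlabelled arrestin peptide for full effect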
#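 test system = AP2 appendage R879A on GSH beads | buffer or medium = PBS plus Tween 20 (0.05%) and BSA (0.1%) | incubation = 12 min plus 1 h, RT | detection = bead flow cytometry, FITC channel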
# V-ATPase pHluor – regulators of yeast V-ATPase proton pumping, primary screen, pHLuorin cytosolic pH fluorescence | S. cerevisiae | response, % at 10 µM | actives 0.37% (n = 350,000); in the data active = response mostly above about 7.3%, no sharp cut-off; inactive = mostly below about 5.4%; also: actives read high; inactives centre near 0; some compounds called inactive have numbers as strong as hits; reference of the scale not given here
# PKA-R1A act – activators of PKA-R1A holoenzyme, primary screen, biochemical, fluorescence polarization, Cy5-IP20, bovine R1A, mouse PKAc | PKA-R1A dissociation; scaled: DMSO 0%, 113 µM cGMP 100% | activation, % at 11.4 µM | actives 0.083% (n = 340,000) | AID 504707, 2011;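 active = percent activation above the mean of all tested compounds plus 3 SD, cut at about 19% in these data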;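 also: higher means more PKAc released from R1A so a rise in polarization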
# HTR5A ag ctr – HTR5A agonists in luminescence cell assay, primary screen, counter-screen for OPRM1-OPRD1 heterodimer agonist project, full-deck HTS | actives 0.61% (n = 340,000) | activation, % at 9.3 µM | 5-hydroxytryptamine receptor 5A (Homo sapiens), P47898 | cell-based; in the data active = activation mostly above about 9.5%, no sharp cut-off; inactive = mostly below about 7.6%;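 also: 0% = cells with vehicle only and 100% = reference agonist; strong numbers were not always called active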
# Target sequence (P47898 whole entry, looked up): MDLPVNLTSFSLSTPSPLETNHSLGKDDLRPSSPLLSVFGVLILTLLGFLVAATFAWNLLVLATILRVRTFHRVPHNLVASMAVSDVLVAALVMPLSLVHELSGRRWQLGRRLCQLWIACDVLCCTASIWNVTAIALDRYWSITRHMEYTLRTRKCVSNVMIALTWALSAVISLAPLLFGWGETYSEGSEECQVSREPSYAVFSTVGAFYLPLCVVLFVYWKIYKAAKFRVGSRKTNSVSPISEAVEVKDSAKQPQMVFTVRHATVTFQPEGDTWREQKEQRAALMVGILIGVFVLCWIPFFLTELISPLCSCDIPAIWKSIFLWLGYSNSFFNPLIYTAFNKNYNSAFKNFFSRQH
# PKA-R2B act – activators of PKA-R2B holoenzyme, primary screen, biochemical, fluorescence polarization, Cy5-IP20, human | activation, % at 11.4 µM | actives 0.079% (n = 340,000) | cAMP-dependent protein kinase catalytic subunit beta (Homo sapiens) + cAMP-dependent … | PKA-R2B holoenzyme dissociation; R2B truncated from residue 108, S112A mutant; 0% DMSO only, 100% 113 µM cGMP;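 active = activation above a cutoff set at the mean over all compounds plus 3 SD, cut at about 18% in these data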;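 also: higher means more holoenzyme dissociation and a rise in polarization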
# Target sequence (P31323 whole entry, looked up, other chains not shown, the tested form may be a part): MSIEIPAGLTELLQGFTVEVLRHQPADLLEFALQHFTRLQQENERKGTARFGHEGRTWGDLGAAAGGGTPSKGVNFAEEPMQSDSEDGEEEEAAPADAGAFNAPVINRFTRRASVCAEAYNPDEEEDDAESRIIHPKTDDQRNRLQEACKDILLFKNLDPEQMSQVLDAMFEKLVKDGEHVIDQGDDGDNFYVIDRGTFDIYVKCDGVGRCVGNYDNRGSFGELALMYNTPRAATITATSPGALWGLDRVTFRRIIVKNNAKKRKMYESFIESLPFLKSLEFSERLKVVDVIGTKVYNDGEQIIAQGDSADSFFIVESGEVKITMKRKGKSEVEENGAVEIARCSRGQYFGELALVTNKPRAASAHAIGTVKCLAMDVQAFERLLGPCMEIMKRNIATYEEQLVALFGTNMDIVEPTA
# HTR5A inv ag – HTR5A inverse agonists in luminescence cell assay, primary screen, counter-screen for OPRM1-OPRD1 heterodimer inverse agonist project, full-deck HTS; actives 0.083% (n = 340,000); inhibition, % at 9.3 µM; 5-hydroxytryptamine receptor 5A (Homo sapiens), P47898; HTR5A cell line, inverse agonism; in the data active = inhibition mostly above about 23%, no sharp cut-off; inactive = mostly below about 18%;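 also: 0% = cells with DMSO and 100% = no-cell wells with DMSO; some compounds called inactive have numbers as strong as hits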
# Numbers without * were called inactive; nt = no result given.
1. Cc1ccc(OCC(=O)NCC2CCCO2)c(C)c1 (configuration not stated)
2. CC(=O)Nc1ccc(NC(=O)c2ccccc2S(=O)(=O)c2ccccc2[N+](=O)[O-])cc1
3. O=C(CSCCO)Nc1ccc(C2CCCCC2)cc1
4. Cc1ccc(OC(=O)C(C)c2cccc(C(=O)c3ccccc3)c2)cc1 (configuration not stated)
5. CCOC(=O)[C@H]1[C@H]2COc3cc(OC)ccc3[C@@H]2N2C(=O)c3ccc(F)cc3NC(=O)[C@@]12C
6. COc1cccc([C@@H]2Oc3ccc(OC)cc3C(=O)[C@H]2O)c1
7. CCN(CC)C(=O)c1cc2c(=O)n3ccccc3nc2s1
8. COc1ccc(OC)c2c1nc1n2CCS1

entry no.	1	2	3	4	5	6	7	8
DSG3 Ab inh	117	102	95	100	105	96	102	79
DAGLB inh	-2	2	1	-5	-3	-13	0	-2
OPRM1-OPRD1 ag	1.7	12	0.7	4.0	2.7	-6.5	-0.6	-1.7
MOR-DOR inv ag	-8	-62	-3	-23	-15	35*	4	9
Arr AP2 block	6	-3	7	0	-3	20	3	-5
V-ATPase pHluor	1	6	-1	1	0	0	-2	-1
PKA-R1A act	-7	-2	-18	0	-4	12	1	2
HTR5A ag ctr	3	3	3	0	8	-3	1	3
PKA-R2B act	-9	5	-7	0	-10	-4	-9	2
HTR5A inv ag	16	3	-22	-4	1	4	-10	-13

9. CCOC(=O)CC1COc2ccccc2N1C(=O)c1ccc(C)cc1 (configuration not stated)
10. Cc1ccc2cc3c(N)c(C(=O)Nc4c(C)[nH]c(=O)[nH]c4=O)sc3nc2c1
11. Cc1nnc(SCCCn2c(N3CCCCC3)nc3c2c(=O)[nH]c(=O)n3C)s1
12. COc1ccc(CC(=O)OC(C)C(=O)Nc2ccc(Cl)cn2)cc1 (configuration not stated)
13. O=C(O)CCC(=O)Nc1ccc(Br)cn1
14. CCN(CC)C(=O)CS(=O)CC(=O)Nc1cc(OCCOC)c(Cl)cc1Cl (configuration not stated)
15. O=C(NCc1cccnc1)C1CCCCN1S(=O)(=O)c1ccc(F)cc1 (configuration not stated)
16. Cc1cc(C)n(-c2ccc(F)cc2)c(=O)c1C#N

entry no.	9	10	11	12	13	14	15	16
DSG3 Ab inh	103	131	107	91	99	100	88	102
DAGLB inh	-2	2	1	-1	2	2	1	1
OPRM1-OPRD1 ag	-0.1	-1.9	-3.3	-1.5	-2.9	-0.9	-1.6	-0.6
MOR-DOR inv ag	0	10	15	7	17	4	8	4
Arr AP2 block	5	6	7	-8	-8	0	0	-7
V-ATPase pHluor	0	-1	-1	-1	1	2	2	-3
PKA-R1A act	5	8	10	8	3	-10	-4	16
HTR5A ag ctr	-3	4	-4	1	-1	-1	-3	-1
PKA-R2B act	7	2	-5	2	-1	-4	9	-4
HTR5A inv ag	-5	-17	18	-3	2	9	0	4

17. CCOC(=O)N1CCC(NC(=O)c2cc(S(=O)(=O)N3CCOCC3)ccc2F)CC1
18. CCCCNC(=O)c1onc(CSc2ccc(Cl)cc2)c1C(=O)NCCCC
19. CC1(C)CC(=O)C2=C(C1)Nc1cc(Cl)ccc1S2
20. O=C(NC(=S)NCc1ccccc1)c1ccc(Br)o1
21. OCC1(c2cc(C(F)(F)F)n[nH]2)CCCCC1
22. COc1cc2c(cc1OC)CN(C(=O)c1ccc(OC)c(S(=O)(=O)N3CCOCC3)c1)CC2
23. O=C(COC(=O)c1n[nH]c2ccccc12)Nc1cccc(S(=O)(=O)N2CCOCC2)c1
24. O=S(=O)(c1ccccc1F)N1CCC(Oc2ccc(-n3cnnn3)cc2)CC1

entry no.	17	18	19	20	21	22	23	24
DSG3 Ab inh	97	114	nt	nt	103	102	96	107
DAGLB inh	-1	-10	1	-10	-2	-1	-2	-2
OPRM1-OPRD1 ag	-0.6	3.2	0.8	2.1	1.5	-2.0	-0.1	-0.1
MOR-DOR inv ag	3	-18	-4	-12	-8	12	0	0
Arr AP2 block	3	6	-4	14	3	7	32	5
V-ATPase pHluor	-4	0	-4	0	12	-3	-1	9
PKA-R1A act	-4	1	2	-1	-2	-7	-7	3
HTR5A ag ctr	-1	4	-4	0	-1	2	2	0
PKA-R2B act	4	6	-4	4	-4	14	5	-7
HTR5A inv ag	-15	-6	-9	1	2	-2	-5	1

25. COc1ccccc1NS(=O)(=O)c1ccc(C)c(NC(=O)c2ccc(S(=O)(=O)N3CCCCCC3)cc2)c1
26. CC(C)CNS(=O)(=O)c1ccc(CCC(=O)N2CCN(c3ccccc3)CC2)cc1
27. CCOC(=O)CSc1nnc(-c2ccc(Cl)cc2Cl)o1
28. CC(C)OC(=O)c1cc(NC(=S)Nc2ccc([N+](=O)[O-])cc2)cc(C(=O)OC(C)C)c1
29. COc1cc(C(=O)NC(=S)Nc2ccccc2[N+](=O)[O-])cc(OC)c1OC
30. COc1ccc(C2c3ccc4ccccc4c3Oc3ncn(CCO)c(=N)c32)cc1OC (configuration not stated)
31. Cn1c(=O)[nH]c(=O)c2c1nc(NCCCO)n2Cc1ccc(F)cc1
32. O=C(COC(=O)c1ccc(CO)cc1)Nc1ccc(OC(F)F)cc1

entry no.	25	26	27	28	29	30	31	32
DSG3 Ab inh	100	109	nt	95	85	115	98	105
DAGLB inh	3	0	-8	-5	-1	-5	0	2
OPRM1-OPRD1 ag	-1.1	-0.3	0.1	-1.2	-1.4	-2.7	-2.2	-1.5
MOR-DOR inv ag	6	2	0	7	9	12	12	7
Arr AP2 block	-12	15	4	10	-2	15	-5	-19
V-ATPase pHluor	2	-3	4	-5	-2	11	-1	-1
PKA-R1A act	1	-1	1	-4	-2	-15	6	-2
HTR5A ag ctr	-8	2	1	-3	-1	-1	-1	4
PKA-R2B act	2	-12	8	4	8	-14	-2	-4
HTR5A inv ag	19	0	-3	0	2	4	-17	-14

33. CC(C)NC(=O)C1CCN(C2CCN(Cc3cn[nH]c3-c3ccccc3)CC2)CC1
34. Cc1ccc(C(=O)N/C(=C/c2ccccc2)C(=O)NC(Cc2ccccc2)C(=O)O)cc1 (configuration not stated)
35. O=C(CN1CCC(NC(=O)c2ccco2)CC1)Nc1ccccc1C(F)(F)F
36. Cc1ccnc2c(N3C(=O)C4C5C=CC(C5)C4C3=O)cccc12 (configuration not stated)
37. CCCCN(C(=O)CCCc1nc2ccccc2c(=O)[nH]1)c1c(N)n(CC(C)C)c(=O)[nH]c1=O
38. O=c1ccccn1CCOc1ccccc1Cl
39. COc1cccc2cc(C(C)N(CCCN3CCOCC3)C(=S)Nc3cccc(C)c3)oc12 (configuration not stated)
40. CCOc1ccc(S(=O)(=O)NCCC(=O)OCC(=O)NC(=O)c2cccn2C)cc1

entry no.	33	34	35	36	37	38	39	40
DSG3 Ab inh	102	74	nt	106	93	104	89	92
DAGLB inh	-2	0	-3	-1	2	-1	1	-1
OPRM1-OPRD1 ag	-0.6	-1.5	1.6	0.1	-2.0	-0.8	-2.2	-2.3
MOR-DOR inv ag	3	7	-10	-1	9	4	11	12
Arr AP2 block	40	-9	8	19	2	41	9	-7
V-ATPase pHluor	-4	-1	1	0	-2	0	0	-2
PKA-R1A act	-4	0	0	5	1	4	-17	6
HTR5A ag ctr	1	1	-2	-4	1	4	8	1
PKA-R2B act	-1	9	0	3	-4	-1	-7	-3
HTR5A inv ag	-2	-27	8	12	-3	-11	-3	-3

# A different layout for some results above:
no.	canonical_smiles	DSG3 Ab inh	DAGLB inh	OPRM1-OPRD1 ag	MOR-DOR inv ag	Arr AP2 block	V-ATPase pHluor	PKA-R1A act	HTR5A ag ctr	PKA-R2B act	HTR5A inv ag
30	COc1ccc(C2c3ccc4ccccc4c3Oc3ncn(CCO)c(=N)c32)cc1OC (configuration not stated)	115	-5	-2.7	12	15	11	-15	-1	-14	4
31	Cn1c(=O)[nH]c(=O)c2c1nc(NCCCO)n2Cc1ccc(F)cc1	98	0	-2.2	12	-5	-1	6	-1	-2	-17
32	O=C(COC(=O)c1ccc(CO)cc1)Nc1ccc(OC(F)F)cc1	105	2	-1.5	7	-19	-1	-2	4	-4	-14
33	CC(C)NC(=O)C1CCN(C2CCN(Cc3cn[nH]c3-c3ccccc3)CC2)CC1	102	-2	-0.6	3	40	-4	-4	1	-1	-2
34	Cc1ccc(C(=O)N/C(=C/c2ccccc2)C(=O)NC(Cc2ccccc2)C(=O)O)cc1 (configuration not stated)	74	0	-1.5	7	-9	-1	0	1	9	-27
35	O=C(CN1CCC(NC(=O)c2ccco2)CC1)Nc1ccccc1C(F)(F)F	nt	-3	1.6	-10	8	1	0	-2	0	8
36	Cc1ccnc2c(N3C(=O)C4C5C=CC(C5)C4C3=O)cccc12 (configuration not stated)	106	-1	0.1	-1	19	0	5	-4	3	12
37	CCCCN(C(=O)CCCc1nc2ccccc2c(=O)[nH]1)c1c(N)n(CC(C)C)c(=O)[nH]c1=O	93	2	-2.0	9	2	-2	1	1	-4	-3

# (list continues)
41. COc1ccc(NC(=O)CSc2nnc(CNC(=O)c3ccco3)o2)cc1
42. Cc1cccn2c(=O)c(C=O)c(N3CCCCCC3)nc12
43. O=C(Cn1nc(Cc2cccnc2)c2ccccc2c1=O)NCc1ccc(F)cc1
44. CCCC(=O)O/N=C(\c1ccccc1)c1ccncc1
45. O=C(N=C1SC2CS(=O)(=O)CC2N1c1ccc(Cl)cc1)C1CCCO1 (configuration not stated)
46. O=C(Nc1ccnn1C1CCN(Cc2ccc(OC(F)F)cc2)CC1)C1CCCC1
47. CC(=O)c1ccc(N2CCN(C(=O)c3ccc(Br)cc3)CC2)c(F)c1
48. Cc1ccccc1OCC(=O)NC(Cc1c[nH]c2ccccc12)C(=O)O (configuration not stated)
49. Cc1csc(SCC(=O)Nc2ccccn2)n1
50. CC1=C(n2ccnc2)CCC1=O

entry no.	41	42	43	44	45	46	47	48	49	50
DSG3 Ab inh	101	97	106	96	103	115	100	78	nt	105
DAGLB inh	-2	-1	0	-2	0	2	-4	4	0	1
OPRM1-OPRD1 ag	-1.0	-1.2	-1.8	-1.3	-1.7	-2.1	-3.4	-3.0	-4.4	-0.4
MOR-DOR inv ag	5	7	10	7	9	12	14	15	20	2
Arr AP2 block	2	-2	27	3	32	0	-5	-2	-6	14
V-ATPase pHluor	-10	6	-1	1	-5	5	1	-1	1	-3
PKA-R1A act	9	3	0	10	10	-13	-3	2	-3	-9
HTR5A ag ctr	1	1	2	-2	1	3	2	-3	0	4
PKA-R2B act	0	3	7	7	5	4	6	17	-7	-9
HTR5A inv ag	-3	-73	-8	6	2	-2	15	7	2	-9
